Assay outcomes (PubChem BioAssay)
b-catenin transl: modulators of beta-catenin nuclear translocation; HeLa beta-catenin nuclear translocation, immunofluorescence imaging; nuclear translocation activity, % at 5 µM; hit rate 0.3% among 190,000;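 active = nuclear translocation activity above 50% at 5 µM, with a well cell count of 50 or more; inconclusive = wells under 50 cells across six images, flagged as toxic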;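 note: per-cell ratio of nuclear to cytoplasmic median beta-catenin stain intensity; plate controls were DMSO negative control for no effect and GSK-3 inhibitor IX positive control for full effect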
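Test system: human HeLa cells, endogenous beta-catenin. Times: 24 h compound exposure, 37°C. Measured by: beta-catenin immunofluorescence imaging with DAPI.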
Insulin prom up: MIN6 insulin promoter up-regulation | MIN6 insulin promoter-GFP reporter, high-content imaging; stronger effect = higher value | z-score at 5 µM | hit rate 0.3% among 190,000;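 active = z-score above 3 at 5 µM with at least 500 cells counted in the well; inconclusive = wells under 500 cells, flagged as cytotoxic or low count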
Lipid droplet: modulators of hepatic lipid droplet formation; AML12 mouse hepatocytes, oleate lipid droplets, BODIPY imaging; inhibition, % at 6.5 µM; hit rate 0.4% among 240,000; AID 1656;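 active = lipid droplet intensity inhibited by at least 50%, with more than 500 cells counted; inconclusive = wells with under 300 cells, treated as cytotoxic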
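Technique: fluorescence imaging, 20x objective, two fields per well / Assay system: AML12 hepatocytes (mouse) / Measure: % inhibition of lipid droplet signal / Doses: 6.5 µM single-point dosing / Incubation: overnight exposure / Reagent: 100 µM oleic acid challenge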
MT stabilizer: microtubule stabilizers in HeLa cells. hit rate 0.83% among 200,000. HeLa tubulin immunostaining HCS, 24 h; share of cells brighter than vehicle mean+2SD. AID 2205. % tubulin-high responders, % at 10 µM;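 active = plate Z-score above 3 for both tubulin-high and condensed-nucleus cell shares, with cell loss under 80%, at 10 µM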;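 note: anti alpha tubulin signal scored within the nucleus-defined area of each cell; some results filed as inactive read as strong as hits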
Dynein cargo inh: blocks dynein driven cargo transport along microtubules | z-score, hits read low | 3617.4 mouse cells, GR-EGFP nuclear translocation imaging; test concentration mostly 20 µM; stimulated with dexamethasone, 1 µM; stronger effect = lower value | hit rate 0.47% among 220,000;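 active = plate z-score of nuclear minus cytoplasmic receptor signal below a set negative limit, without overly bright fluorescence or cell loss, cut at about -3.5 in these data, passing the limit was not always enough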;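 note: z-score of nuclear minus cytoplasmic ring GR-EGFP intensity difference per well; some compounds called inactive have numbers as strong as hits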
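Buffer or medium: tet-free, stripped-serum medium; Also added: dexamethasone, 1.0 µM final; Technique: high-content fluorescence imaging after fixation; Times: 48 h induction, 1 h compound, 30 min dex at 37 °C; Read-out: per-cell GR-EGFP intensity, nucleus versus surrounding cytoplasmic ring, well-averaged.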
Myeloid diff 2: compounds promoting myeloid differentiation | ER-HoxA9 myeloid progenitors, lysozyme-GFP differentiation, flow cytometry | calls only at 10 µM | hit rate 1% among 360,000 | AID 624256;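 active = normalized GFP-positive differentiation at or above the plate's own cutoff, the solvent-only control mean plus 3 SD; inconclusive = no clear call, values can overlap the other calls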;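 note: cells exposed to compound for four days before flow analysis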
TNAP activators: stimulation of alkaline phosphatase TNAP activity – biochemical, luminescent, no phosphate acceptor, uHTS, primary screen (AID 1001); purified TNAP, luminescent activation assay, no phosphate acceptor; higher activation fold means a stronger effect; hit rate 0.03% among 200,000; activation fold at 20 µM; hits with a dose series show EC50 in µM; in the data active = activation fold from about 3, or a potency from the dose series; inactive = the rest, 99 in 100 with activation fold below about 1.6; note: many of its hits are not listed in these tables
PMI inhibitors: inhibitors of human PMI, primary screen, biochemical, fluorescence intensity, coupled assay (AID 1209) | purified PMI enzyme, coupled fluorescence intensity; higher % means a stronger effect | inhibition, % at 20 µM, or IC50 in µM where a hit was titrated | hit rate 0.42% among 190,000; in the data active = inhibition above about 50%;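 note: plate controls were DMSO vehicle for no effect and wells lacking substrate for full effect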
T cell modulator: modulates CD8 T cell binding to vesicles; calls only at 7 µM; AID 2052; 2C CD8+ T cell-vesicle binding, flow cytometry; stronger effect = lower value; hit rate 0.068% among 330,000;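 active = response, share of CD8 T cells binding vesicles, and their 90th percentile fluorescence all below set limits, cut at about 80% in these data, passing the limit was not always enough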
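Benchmarks: naked versus QL9-loaded vesicles / Assay system: purified 2C TCR transgenic mouse naive CD8+ T cells / Technique: high-throughput flow cytometry with anti-B7-1 and anti-CD8 staining / Timing: Cell–vesicle co-incubation 1.5 h at 37 °C, staining 20 min on ice / Read-out: percent CD8+ FL2 mean versus row control / Probe or stimulus: QL9-loaded Drosophila micro-vesicles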
Dynein cargo inh cytoplasmic EGFP: recorded beside Dynein cargo inh, whose call it bears; z-score; measured here: cytoplasmic GR-EGFP intensity; stronger effect = higher value
Dynein cargo inh nuclear GR-EGFP: second read-out of Dynein cargo inh, no call of its own (marks repeat the call); z-score; measured here: nuclear GR-EGFP intensity;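 lower value marks the stronger effect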
Dynein cargo inh cell count: second read-out of Dynein cargo inh, no call of its own (marks repeat the call); z-score; measured here: cell count per field
Insulin prom up cell count: further read-out of Insulin prom up, marked with its call; cell count; measured here: cytotoxicity, nuclei count;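 total cells summed across four imaged fields per well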
Lipid droplet cells 6.5 µM: recorded beside Lipid droplet, whose call it bears; cell count; measured here: cell count, cytotoxicity flag;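 cells counted across two imaged fields per well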
b-catenin transl cell count 5 µM: second read-out of b-catenin transl, no call of its own (marks repeat the call); cell count; measured here: cell count, cytotoxicity flag
T cell modulator vesicle-bound %: second read-out of T cell modulator, no call of its own (marks repeat the call); double positive events, %; measured here: CD8+ vesicle-bound cell fraction;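 binding gate set so that unloaded-vesicle control wells show 10% double positive cells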
MT stabilizer Hoechst-high %: also measured in MT stabilizer; calls as there; % Hoechst-high responders; measured here: nuclear condensation Hoechst responders;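 share of cells brighter than vehicle mean plus two SD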
MT stabilizer cytotoxicity %: also measured in MT stabilizer; calls as there; toxicity, %; measured here: cytotoxicity by cell density;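 0% = mean cell density of plate MIN control wells and 100% = no cells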
Myeloid diff 2 GFP+ MAC1+ %: further read-out of Myeloid diff 2, marked with its call; GFP+ MAC1+ double positive, %; measured here: differentiation confirmed by MAC1 staining
* marks the source's active call; other numbers are inactive results; i = inactive; ? = inconclusive; . = no result given; & = joins results of further samples.

Screens in order: b-catenin transl, b-catenin transl cell count 5 µM, Lipid droplet cells 6.5 µM, Insulin prom up, Dynein cargo inh cell count, T cell modulator, MT stabilizer cytotoxicity %, Insulin prom up cell count, Myeloid diff 2 GFP+ MAC1+ %, TNAP activators, Myeloid diff 2, PMI inhibitors, Lipid droplet, Dynein cargo inh cytoplasmic EGFP, Dynein cargo inh, T cell modulator vesicle-bound %, MT stabilizer, Dynein cargo inh nuclear GR-EGFP, MT stabilizer Hoechst-high %
O=C1N(C2CCCC2)C[C@@H]2C[C@@H](c3cccn3-c3nccs3)N3CCC[C@@]123
    0.7, 973, 693, -0.29, 0.5, i, 0.5, 1482, 0.2, 1, i, 17%, -34, -0.21, -0.6, 48, 3.3, -0.15, 3.5
Cn1c(=O)c(-c2ccccc2)c(O)c2ccccc21
    1.1, 1087, 725, -0.4, -1.1, i, 10, 1295, 0.7, 1.1, i, -29%, 6, -0.22, 0.19, 58, 2.5, 0.47, 2.6
CCn1cnc2sc(C(=O)N3CCN(Cc4ccc5c(c4)OCO5)CC3)c(C)c2c1=O
    -0.4, 940, ., 0.34, 0.56, i, 11, 1016, ., 1, ., 3%, ., -0.32, -0.11, 33, 3.3, -0.16, 1.2
Cc1cc(Br)ccc1NC(=O)CNC(=O)CSc1n[nH]c(N)n1
    ., ., 651, 0.04, -2.8, i, 25, 1292, 1.3, 1, i, 2%, -9, 0.019, 2.6, 18, 4.7, 2.5, 1.2
Fc1ccc(CN(Cc2ccccc2)C(c2cccs2)c2nnnn2C2CCCCC2)cc1 (stereo not drawn)
    4.9, 1182, 770, -1.8, 0.69, i, 11, 1080, 0.5, 1, i, 15%, -10, -0.049, -0.77, 22, 1.2, -0.17, 1.2
O=C(NN1C(=O)c2ccccc2NC1c1ccco1)c1ccc(Br)cc1 (stereo not drawn)
    -3.5, 562, 680, ., 0.42, i, 4.3, ., 0.7, 1.1, i, -12%, 0, -0.22, -0.34, 21, 1.6, -0.15, 1.6
CCOCc1c(C(=O)OCC(=O)/C(C#N)=C(\C)N)oc2ccccc12
    -0.2, 1053, 681, 1.2, 0.34, i, 1.3, 1284, 0.8, 1.2, i, -1%, 4, -0.36, -0.71, 11, 3.6, -0.6, 2.1
Cc1ccc(N(Cc2ccc(C(=O)NCCSc3ccccn3)cc2)S(C)(=O)=O)cc1C
    -0.3, 1181, 666, 0.19, -0.57, i, 6.3, 1444, 0.8, 1.2, i, 12%, 13, -0.24, -0.066, 48, 2.9, 0.26, 1.9
C=CCNC(=O)c1ccccc1NC(=O)COc1ccc(OC)cc1
    -1.2, 982, 687, 0.32, 0.55, i, 1.4, 1554, 0.7, 1.1, i, -10%, 13, -0.26, 0.38, 49, 2.5, 0.28, 2.4
COC(=O)c1ccc(-n2nnnc2SCC(=O)N2CCCCC2)cc1
    2.2, 1164, ., 0.15, -2.1, i, 0.5, 1238, 1.0, 0.9, i, 0%, ., 1.8, 2.2, 38, 4.9, 1.7, 1.7
CN1CCN(c2ccc(Cl)cc2NC(=O)c2ccc(S(=O)(=O)N(C)C)cc2)CC1
    ., ., 822, ., 0.82, i, 6.1, ., 0.6, 1.1, i, 2%, 13, -0.19, -0.56, 22, 1.4, 0.38, 1.9
OCCNCc1cc(Br)ccc1OCc1ccc(F)cc1
    0.8, 1472, 693, -2.1, -0.2, i, 5.1, 1431, 0.5, 1, i, -2%, -15, 0.0058, -0.024, 42, 1.2, 0.26, 2.5
CC(=O)C1=C(C)N(Cc2ccccc2)C(=O)N[C@@H]1c1cccc(C(F)(F)F)c1
    ., ., 717, -0.54, 0.73, i, 6.5, 1237, 0.6, 1.1, i, -21%, -24, -0.24, -0.8, 23, 2.8, -0.089, 2.6
CCOC(=O)CSc1cc(C)c(C#N)c2nc3ccccc3n12
    -1.3, 1086, 666, -0.43, -0.48, i, 3.0, 1226, 0.0, 1, i, -46%, 4, -0.25, -0.068, 56, 3.7, 0.56, 2.6
COc1cc(C(=O)Nc2nncs2)cc(OC)c1OC
    -1.6, 655, ., -0.97, 0.59, i, 7.4, 979, 0.5, 1.1, i, 0%, ., -0.26, -0.28, 18, 3.3, 0.16, 1.6
O=c1[nH]cnc2c([N+](=O)[O-])cccc12
    -6.8, 1082, 814, 0, -0.082, i, 7.8, 888, ., 1.1, ., -4%, -1, 0.64, -0.36, 59, 2.0, 0.23, 1.6
CCc1ccc(CCC(=O)Nc2ccc(C)c(C)c2)o1
    ., ., 682, 0.95, 0.7, i, 8.4, 1035, 9.4, 1.1, i, 5%, -4, -0.2, -0.64, 41, 3.3, 0.11, 3.0
CCOC(=O)C1CCCN(S(=O)(=O)c2ccc(OC)cc2)C1 (stereo not drawn)
    -3.0, 1178, 815, ., -0.12, i, 1.8, ., 10, 1, i, -11%, 14, -0.37, 0.28, 46, 1.6, 0.48, 1.4
COC(=O)CN1C(=O)C(C)(C)Oc2ccc(C(=O)NC3CC3)cc21
    0.7, 1134, 793, 1.4, 0.72, i, 7.5, 1119, 2.1, 1.1, i, 11%, 6, -0.22, -1.2, 29, 2.4, -0.2, 2.4
CC(C)(C)C(=O)Nc1ncc(C(F)(F)F)cc1Cl
    ., ., 669, -0.04, 1, i, 28, 1275, 0.7, 1.1, i, 6%, 13, -0.27, 0.0076, 52, 2.6, 0.16, 0.7
C/C=C(\C)c1nnc(NC(=O)OCC)s1
    -1.1, 1052, 725, 0.05, -0.02, i, 23, 1714, 0.6, 1.1, i, 18%, -2, -0.27, 0.29, 35, 1.6, 0.28, 0.4
COc1cccc(OC)c1-c1nn2c(-c3ccco3)nnc2s1
    -5.2, 970, ., 0.15, 0.022, i, 5.3, 1181, 0.4, 1.1, i, 2%, ., -0.12, 1.1, 38, 4.1, 0.72, 2.2
Cc1nn(C(C)C(=O)NCC2CCCO2)c(=O)c2cc3occc3n12 (stereo not drawn)
    -2.8, 1103, 816, 0.59, -0.37, i, 14, 1121, 1.2, 1.1, i, 9%, 0, -0.13, -0.089, 28, 3.9, 0.16, 3.8
COc1ccc(N2CCN(C(=O)c3c(-c4ccccc4)noc3C)CC2)cc1
    -3.8, 1271, 722, -0.35, 0.68, i, 7.7, 1187, 1.0, 1.1, i, -4%, -18, -0.23, -0.91, 29, 4.8, -0.48, 2.1
CN(CC(=O)NCc1ccccc1)S(=O)(=O)c1cnc[nH]1
    ., ., 831, 0.15, 0.034, i, 20, 837, 12, 1.1, i, -6%, -7, -0.3, 0.39, 44, 1.3, 0.074, 1.6
CCc1ccc(OCC(O)CN2CCN(c3ccccc3)CC2)cc1 (stereo not drawn)
    -0.3, 1172, ., 0.23, -0.11, i, 8.5, 1084, 1.8&1.0, 1.1, i, -4%, ., -0.16, -0.34, 33, 3.2, 0.072, 2.2
CC(=O)c1cc(-c2ccccc2)n(CCC(=O)NC2CCCCCCC2)c1C
    -1.7, 569, 613, 0.03, 0.37, i, 2.8, 1385, 1.0, 1.1, i, 3%, -1, -0.24, 0.12, 44, 3.2, 0.16, 2.5
CC(C)(C)c1ccc(-c2cn(-c3ccc(Br)cc3)c3[n+]2CCCS3)cc1
    -2.6, 827, 628, ?, 0.61, ., 0.6, ., 0.0, 1.1, i, -12%, 1, -0.34, -1.1, ., 2.6, -0.33, 3.0
Cc1ccc(S(C)(=O)=NS(=O)(=O)c2cccc3nsnc23)cc1 (stereo not drawn)
    -0.2, 1312, 712, -0.05, -0.068, i, ., 1156, 0.3, ., i, ., -9, -0.26, -0.32, 36, ., -0.071, .
Cn1c(=O)oc2cc(S(=O)(=O)NCCC(=O)NCCc3ccccc3)ccc21
    -1.0, 1071, 628, 0.75, 0.87, i, 9.7, 1794, 0.7, 0.9, i, 0%, -2, -0.16, -1.3, 35, 5.3, -0.19, 2.5
O=C1CC(c2ccc(S(=O)(=O)Nc3cc(C(F)(F)F)cc(C(F)(F)F)c3)cc2)CN1 (stereo not drawn)
    -6.1, 1071, 810, 0.27, 0.54, i, 5.7, 841, 5.3, 1.1, i, 13%, 18, -0.34, -0.85, 19, 1.2, -0.44, 1.6
O=[N+]([O-])c1ccc(C2CN=C(Nc3ccccc3)S2)cc1 (stereo not drawn)
    -1.2, 1162, 710, 0.41, -1.7, i, 6.8, 1314, 0.5, 1.2, i, -4%, 3, -0.31, 2.2, 35, 2.9, 0.21, 3.0
Clc1cccc(-c2nc(NCCN3CCOCC3)c3ccccc3n2)c1
    -0.6, 1032, 768, -0.09, -0.76, i, 5.2, 1588, 0.0, 1.1, i, 11%, -34, -0.25, -0.32, 46, 3.3, 0.16, 2.2
O=C(c1cc(COc2c(F)cccc2F)on1)N1CCc2ccccc2C1
    -0.8, 1608, 572, ., 1.5, i, 4.3, ., 0.4, 1, i, ., 9, -0.21, -0.65, 24, 0.5, -0.054, 1.5

An excerpt from above, reduced to b-catenin transl cell count 5 µM and Dynein cargo inh cell count:
SMILES	b-catenin transl cell count 5 µM	Dynein cargo inh cell count
O=[N+]([O-])c1ccc(C2CN=C(Nc3ccccc3)S2)cc1 (stereo not drawn)	1162	-1.7
Clc1cccc(-c2nc(NCCN3CCOCC3)c3ccccc3n2)c1	1032	-0.76
